# Nrf2 ARE act: activates Nrf2 signaling; AREc32 ARE-luciferase reporter (MCF7-derived line), luminescence, 24 h; Potency, µM (highest dose often 46.1 µM), without a hit: at the top dose activation, actives largely listed as activators; actives 0.31% (n = 410,000); also: % of control where 0% means no effect; nearly all actives have a fitted effect of over 65% in size
#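 Nrf2 activation is followed as ARE-luciferase induction in the AREc32 line after one day of compound treatment; luminescence is read with Steady-Glo.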
# EPAC2 antag: blocks human EPAC2 exchange factor; Q8WZA2; EPAC2 GEF exchange of Rap1B-BODIPY-GDP, fluorescence; Potency, µM (doses to about 114 µM), for inactives: at the highest dose activity, negative = inhibition, actives largely listed as inhibitors; actives 0.18% (n = 360,000); AID 720708; also: % is scaled to controls: 0 for no effect and ±100 for the full control effect; nearly all actives have a fitted effect of over 45% in size; many of its hits are not listed in these tables
# Target sequence (Q8WZA2 whole entry, looked up): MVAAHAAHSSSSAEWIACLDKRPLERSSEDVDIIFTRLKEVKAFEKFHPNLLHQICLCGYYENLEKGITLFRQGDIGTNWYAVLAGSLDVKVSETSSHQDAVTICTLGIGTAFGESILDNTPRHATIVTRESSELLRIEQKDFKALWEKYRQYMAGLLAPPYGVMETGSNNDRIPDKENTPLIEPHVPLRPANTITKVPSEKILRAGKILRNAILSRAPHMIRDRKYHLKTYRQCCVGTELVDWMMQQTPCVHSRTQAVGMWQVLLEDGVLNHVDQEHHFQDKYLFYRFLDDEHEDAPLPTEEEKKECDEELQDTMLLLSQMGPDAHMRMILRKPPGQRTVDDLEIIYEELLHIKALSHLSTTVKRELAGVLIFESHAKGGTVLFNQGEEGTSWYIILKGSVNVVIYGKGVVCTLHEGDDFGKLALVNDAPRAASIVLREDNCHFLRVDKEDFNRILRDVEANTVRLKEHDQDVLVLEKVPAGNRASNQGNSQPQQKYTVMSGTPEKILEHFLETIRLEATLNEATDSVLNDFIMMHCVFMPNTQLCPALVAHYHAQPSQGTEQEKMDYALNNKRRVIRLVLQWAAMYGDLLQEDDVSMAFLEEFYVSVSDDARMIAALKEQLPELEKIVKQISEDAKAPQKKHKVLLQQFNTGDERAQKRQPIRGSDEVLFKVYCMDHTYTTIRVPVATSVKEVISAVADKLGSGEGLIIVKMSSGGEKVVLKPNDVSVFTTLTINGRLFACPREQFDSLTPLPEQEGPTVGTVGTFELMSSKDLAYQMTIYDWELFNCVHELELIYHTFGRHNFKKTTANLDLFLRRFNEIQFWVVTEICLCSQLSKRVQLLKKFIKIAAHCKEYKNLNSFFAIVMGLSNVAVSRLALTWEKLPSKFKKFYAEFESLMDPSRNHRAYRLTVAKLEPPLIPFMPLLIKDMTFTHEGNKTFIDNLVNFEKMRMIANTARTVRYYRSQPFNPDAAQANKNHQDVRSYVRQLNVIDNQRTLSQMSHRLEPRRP
# A549 viability: kills or reduces viability of A549 cells in Nrf2 counter-screen; A549 ARE-Fluc cells, CellTiter-Fluor viability, 18-24 h; Potency, µM (doses to about 46 µM), inactives show at the highest dose activity change, negative = cytotoxicity, most hits filed as inhibitors; actives 0.16% (n = 390,000); AID 504648; also: % is scaled to controls: 0 for no effect and ±100 for the full control effect
#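 A549 ARE-Fluc cells in 5% FBS OPTI-MEM, 5000 cells/well, rested 2 h then exposed to compounds in concentration-response for 18-24 h at 37 °C. Viability by CellTiter-Fluor fluorescence (Ex 405/Em 525) after 30 min; luciferase luminescence (BugLite, 15 min, RT) read afterwards.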
# S2 tox: cell viability loss in ATXN counter-screen; actives 0.49% (n = 400,000); Potency, µM (top dose mostly 56.7 µM), actives largely listed as cytotoxic; S2 cells (HEK-293 line with an ATXN2-luciferase reporter) viability, CellTiter-Fluor protease fluorescence, 24 h; also: nearly all actives have a fitted effect of over 40% in size
# TGFb SMAD3 inh: TGF-b pathway inhibition | HepG2 CAGA-GFP TGF-b/SMAD3 reporter, GFP fluorescence, 18 h; TGF-beta stimulated, 500 pg/mL final | Potency, µM (series often up to 46.1 µM), inactives show at the top dose activity, negative = inhibition, usual class: inhibitors | actives 1.2% (n = 410,000) | AID 588855; also: % is scaled to controls: 0 for no effect and ±100 for the full control effect; nearly all actives have a fitted effect of over 65% in size
#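 Inhibition was scored as loss of TGF-beta-induced (500 pg/mL final, 18 hours, 37 degrees C) GFP in HEPG2 cells carrying a CAGA-GFP reporter, in DMEM with 1% FBS. Well GFP was summed per cell; Activity was normalised to unstimulated and stimulated DMSO wells, then concentration-response fitting.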
# HepG2 tox: counter-screen for TGF-b inhibitors: cytotoxicity in HepG2 cells; Potency, µM (highest dose often 46.1 µM), inactives show at the top dose activity change, negative = cytotoxicity, most hits filed as cytotoxic; HepG2 CAGA-GFP viability, ATP luminescence, 18 h; actives 0.76% (n = 410,000); also: some results filed as inactive show a strong effect at the top dose
#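 HepG2 CAGA-GFP cells (1000/well, DMEM with 1% FBS) received compound, then TGF-beta at 500 pg/mL final, and were incubated 18 hours at 37 degrees C. Viability was read by CellTiter-Glo luminescence. Media-only wells were set as complete cell-killing and DMSO as no toxicity.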
# ATXN2 expr inh: ATXN2 expression inhibition; actives 0.72% (n = 360,000); AID 1745845; HEK-293 ATXN2-luciferase reporter, luminescence, 24 h; Potency, µM (titrated, usually from 57 µM), for inactives: at the highest dose activity change, negative = inhibition, hits mostly inhibitors; also: % is scaled to controls: 0 for no effect and ±100 for the full control effect; nearly all actives have a fitted effect of over 55% in size
#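 qHTS (up to 57 uM final) was run with 24 h compound exposure of reporter cells at 37 °C. Each well was multiplexed: SteadyGlo luminescence measured ATXN2-luciferase expression after a fluorogenic Gly-Phe-AFC viability readout (25 uM final).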
# Nrf2 block: Nrf2 pathway inhibition; actives 2.1% (n = 360,000); A549 ARE-Fluc reporter, luciferase luminescence, 18-24 h; Potency, µM (highest dose often 46 µM), for inactives: top-dose activity change, negative = inhibition, actives largely listed as inhibitors; also: % is scaled to controls: 0 for no effect and ±100 for the full control effect; nearly all actives have a fitted effect of over 60% in size
#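 Nrf2 activity is the BugLite luminescence, read 15 min after reagent at room temperature, following CellTiter-Fluor cytotoxicity readout (30 min, 37C). Compound titrations were applied for 18-24 h to 5000 A549 ARE_Fluc cells/well in 5% FBS OPTI-MEM.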
# MCF10A rerep: inducers of DNA re-replication in MCF 10A breast cells | MCF 10A DNA re-replication, Hoechst nuclear intensity, 48 h | Potency, µM (titrated, usually from 46.1 µM), for inactives: top-dose activity, positive = re-replication, usual class: activators | actives 2.9% (n = 350,000); also: % of control where 0% means no effect; nearly all actives have a fitted effect of over 50% in size
# Active calls of the source: *; i = inactive; ? = inconclusive; . = not tested or not shown; & = joins results of further samples; [ ] = another dose, or the depositor's remark. Calls follow the shape of the dose curve; as a rule, active = well fitted curve in the direction sought with a large enough effect; inconclusive = small, poorly fitted or top-dose-only effect, or another doubt; inactive = no such curve, though single readings can be large; an effect the other way counts as inactive or inconclusive. Potency is read from the fitted curve at half-maximal effect. An excerpt; the hit share may differ from the screen's.
# Order of results – Nrf2 ARE act	EPAC2 antag	A549 viability	S2 tox	TGFb SMAD3 inh	HepG2 tox	ATXN2 expr inh	Nrf2 block	MCF10A rerep
- O=C(CN(Cc1ccccc1Cl)C(=O)CNS(=O)(=O)c1ccccc1)NCC1CCCO1 (configuration not stated)
  -0.6%	0%	-8%	i	0%	-16%	-14%	4%	-2%
- COc1ccccc1NC(=O)c1sc2nc(N3CCOCC3)c3c(c2c1N)CC(C)(C)OC3
  0.0%	.	-7%	i	0%	-22%	11%	0%	.
- CC1Sc2ccc(C(=O)Nc3ccccc3OC(F)F)cc2NC1=O (configuration not stated)
  2.0%	5%	-13%	i	8%	-5%	34%	16%	3%
- CCCN1C=CC(=CC=C(C#N)C#N)C=C1
  4.5%	-13%	-19%	i	69%[activator]	25%	33%[activator]	2%	?
- Cc1cc(C)c2c(=O)cc(CSCC(=O)Nc3nnc(C)s3)[nH]c2c1
  0.5%	.	-2%	i	7%	-8%	11%	.	.
- Cc1c(CN2CCC(CO)(Cc3cccc(C(F)(F)F)c3)CC2)c2ccccc2n1C
  -0.3%	-6%	-12%	.	?	25µM*	35µM*	9%	?
- CCOC(=O)C1CCCN(c2cc(C)nc3cc(-c4ccc(Cl)cc4)nn23)C1 (configuration not stated)
  -0.1%	7%	1%	i	-5%	-7%	11%	1%	-1%
- COc1ccccc1CC(=O)NN1C(=O)NC2(CCC(C)CC2)C1=O (configuration not stated)
  -0.8%	8%	-1%	?	1%	-1%	2%	6%	2%
- C=CC[C@@H](CC(=O)NCCO)C(=O)NCCOC(=O)[C@@H](CC=C)Cc1ccc(F)cc1
  0.4%	3%	9%	i	-4%	-3%	-8%	-4%	-18%
- CCOC(=O)c1c(NC(=O)COC(=O)c2cnccn2)sc(C)c1C
  -1.9%	-2%	-8%	i	-3%	-19%	?	-12%	18%
- O=C(COc1ccccc1Cl)NC(=S)Nc1ccc(CN2CCOCC2)cc1
  -1.7%	-2%	5%	i	-7%	9%	-2%	?	3%
- CC(=C/C(=O)O)/C(=C\c1ccc(Br)o1)C(=O)O
  0.1%	18%	-9%	i	4%	16%	11%	11%	-1%
- CCCN1CCc2c(sc(NC(=O)CCS(=O)(=O)c3ccccc3)c2C(N)=O)C1
  ?	-4%	3%	i	-16%	0%	31%[activator]	6%	21µM*
- COC(=O)c1c(NC(=O)/C=C/C(=O)O)sc(C)c1-c1ccc(C(C)C)cc1
  10µM*	?	2%	i	?	-97%	?	?	3.3µM*
- Cc1ccc(-n2nc3c(c2NC(=O)c2ccc4c(c2)OCO4)CSC3)cc1
  0.3%	-16%[57.1 µM]	-13%	?	-2%	3%	-8%	6%	3%
- O=C(COC(=O)C1CCN(c2ccc(C(F)(F)F)cn2)CC1)NC1CCCCC1
  0.0%	-18%	-1%	i	0%	-1%	-7%	2%	-8%
- COc1ccc(N2CCN(C(=O)Nc3ccc(Cl)cc3)CC2)cc1
  -0.3%	.	-9%	i	-3%	-41%	-22%	?	.
- COc1ccc(-c2cc3c(=O)n(CC(=O)N4CCCC4)ncn3n2)cc1
  -0.4%	1%	-5%	i	0%	11%	-5%	13%	-15%
- CC(C)n1nc(C(=O)OCC(=O)N2CC(=O)Nc3ccccc32)c2ccccc2c1=O
  -0.6%	-20%	-4%	?	16%	2%	.	20%	-7%
- C/C(=N\NC(=O)COc1ccccc1[N+](=O)[O-])c1cccc(NC(=O)c2ccncc2)c1
  3.6%	-7%	-9%	?	-15%	0%	20%	?	?

# Ordered by the number under EPAC2 antag (largest number first): some entries from above
SMILES | EPAC2 antag
C=CC[C@@H](CC(=O)NCCO)C(=O)NCCOC(=O)[C@@H](CC=C)Cc1ccc(F)cc1 | 3%
CCCN1C=CC(=CC=C(C#N)C#N)C=C1 | -13%
O=C(COC(=O)C1CCN(c2ccc(C(F)(F)F)cn2)CC1)NC1CCCCC1 | -18%

# Complete entries, looked up by structure. Order of values: Nrf2 ARE act | EPAC2 antag | A549 viability | S2 tox | TGFb SMAD3 inh | HepG2 tox | ATXN2 expr inh | Nrf2 block | MCF10A rerep
# Listed for CC1Sc2ccc(C(=O)Nc3ccccc3OC(F)F)cc2NC1=O (configuration not stated) = 2.0% | 5% | -13% | i | 8% | -5% | 34% | 16% | 3%
# Listed for CC(C)n1nc(C(=O)OCC(=O)N2CC(=O)Nc3ccccc32)c2ccccc2c1=O = -0.6% | -20% | -4% | ? | 16% | 2% | . | 20% | -7%

# More structures.
# Order of results – Nrf2 ARE act	EPAC2 antag	A549 viability	S2 tox	TGFb SMAD3 inh	HepG2 tox	ATXN2 expr inh	Nrf2 block	MCF10A rerep
- C=C(C)C1CC=C(C)/C(=N/NC(=O)c2ccc(NC(=O)CC)cc2)C1 (configuration not stated)
  -0.2%	-1%	-16%	i	18%	-2%	8%	-18%	-1%
- Cn1c(=O)c2c(nc(CN3CCN(c4ccccc4)CC3)n2Cc2ccccc2Cl)n(C)c1=O
  0.0%	11%	-2%	?	9%	-2%	-18%	-5%	?
- CC(=O)C1[C@H](N(C)C)CC2C3CC=C4CC(O)CC[C@]4(C)C3CC[C@@]21C (some centres not stated)
  -0.4%	1%	8%	i	42%[activator]	-2%	6%	7%	5%
- COc1ccccc1Nc1nc(N)nc(CN2CCC(Cc3ccccc3)CC2)n1
  0.3%	-8%	?	i	-11%	-37%	-11%	20%	6%
- Cc1[nH]c2ccccc2c1C(=O)C(C)OC(=O)c1ccccc1NCCO (configuration not stated)
  5.1%	-17%	-3%	?	?	-33%	9%	4%	?
- COc1ccc(S(=O)(=O)CC(=O)c2cc(C)c(O)c(C)c2)cc1
  -0.2%	12%	-6%	i	-2%	-6%	.	-23%	?
- O=C(NC1CCCCC1)C1CCCN(S(=O)(=O)c2cccs2)C1 (configuration not stated)
  -0.3%	1%	-3%	?	-2%	-18%	2%	-18%	-4%
- O=C(CCC(=O)Nc1ccc(F)cc1)N/N=C/c1ccccc1
  3.6%	4%	0%	?	0%	4%	.	3%	4%
- Cc1ccc(Nc2nc(N)nc(CCl)n2)cc1
  ?	4%	-4%	.	?	-23%	11µM*	12%	?
- CC1(C(=O)Nc2cccc(Oc3ccccc3)c2)CCN1Cc1cccc2c1OCO2 (configuration not stated)
  6.3%	11%	.	i	-9%	-13%	8%	.	.
- COc1ccc(CN(C)S(=O)(=O)c2nnc(NC(=O)c3ccccc3OC)s2)cc1OC
  0.1%	-14%	3%	i	-5%	-2%	7%	-23%	7%
- COc1cccc(NC(=O)COC(=O)CNS(=O)(=O)c2c(F)cccc2F)c1
  -0.2%	12%	-1%	i	-5%	2%	-10%	8%	7%
- COc1ccc(/C=c2\sc3nc(-c4ccccc4)c(-c4ccccc4)n3c2=O)cc1OC
  0.2%	2%	-8%	i	38%[activator]	-9%	-4%	2%	3%
- O=C(COC(=O)/C=C/c1cccc(F)c1)NC1CC1
  2.1%	-3%	-4%	i	-1%	-3%	5%	-5%	-1%
- CC(=O)c1ccc(N2CC(C)(C)C2=O)cc1
  2.6%	3%	10%	i	-4%	-6%	24%	?	-21%
- CN1CCN(C(=O)Nc2ccccc2CC[N+](=O)[O-])CC1
  6.7%	-2%	-1%	i	15%	4%	-23%[11.3 µM]	-3%	-2%
- CC(=O)c1c(C)[nH]c(C(=O)OCC(=O)c2ccc3c(c2)NC(=O)CO3)c1C
  -0.5%	0%	-12%	.	1%	2%	.	?	11%
- Cc1ccc(C2C=C(c3ccccc3)Nc3nc(N4C(=O)CCC4=O)nn32)cc1 (configuration not stated)
  -0.6%	3%	?	.	26%	16%	24%[11.3 µM]	-1%	-5%
- Cc1ccc(C)c(OCC(=O)Nc2c(C)n(C)n(-c3ccccc3)c2=O)c1
  -0.2%	-1%	6%	i	-2%	-23%	.	2%	11%
- Oc1ccc(-c2[nH]ncc2-c2ccc(Br)cc2)c(O)c1
  3.2%	-14%	-1%	i	?	-29%	.	8%	2%
- O=C(Nc1ccc(Br)cc1)c1ccc(F)c(S(=O)(=O)N2CCc3ccccc32)c1
  -0.5%	.	?	.	11µM*	-34%	.	.	.
- COc1ccc(N2CCN(C(=O)CN3C(=O)NC(C)(C4CC4)C3=O)CC2)cc1 (configuration not stated)
  -0.7%	5%	-1%	i	3%	-7%	.	3%	1%
- C/C=C1\COC(C(=O)NCc2ccccc2)(C(F)(F)F)C=C1C=C1CCCCC1 (configuration not stated)
  9.0%	-15%	12%&-3%	i	11µM*	-12%&-82%	-8%	-25%&-2%	-13%
- CCCCC(=O)Nc1ccc(C(=O)N(CC)c2ccccc2C)cc1
  -0.4%	8%	0%	i	0%	0%	?	-16%	20%[9.22 µM]
- CCN(c1ccccc1)c1nnc(NC(=O)Nc2cccc(C(F)(F)F)c2)s1
  -1.3%	.	3%	.	28%	2%	.	0%	.
- CCOc1ccc(S(=O)(=O)N2CCCCC2)cc1NS(=O)(=O)c1cccs1
  -0.4%	0%	-4%	i	3%	21%	.	4%	9%
- CCc1ccc(C(=O)c2cc3ccc(O)cc3oc2=O)cc1
  4.7%	3%	-14%	.	7%	-12%	-5%	5%	19%
- CC1CCCCC12NC(=O)N(CC(=O)NCc1cccs1)C2=O (configuration not stated)
  -2.0%	24%	.	i	-2%	-2%	.	.	.
- CCC(Sc1nnc(-c2ccc(OC)c(OC)c2)c(-c2ccc(OC)c(OC)c2)n1)C(=O)NC1CCCC1 (configuration not stated)
  -0.9%	.	-18%	.	?	-21%	.	.	.
- COc1ccccc1OCc1nnc(SCC(=O)Nc2ccc(N3CCOCC3)cc2)n1C
  -0.1%	8%	-4%	i	7%	0%	-1%	-4%	2%
- O=C(NN1C(=O)/C(=C/C=C/c2ccco2)SC1=S)c1ccncc1
  21%	12%	-7%	?	-5%	-30%	3%	-2%	1%
- COC(=O)CSc1nnc(NC(=O)/C=C\c2ccc3c(c2)OCO3)s1
  -0.5%	4%	2%	i	?	25%	-23%	2%	-3%
- O=C(NCCCN1CCN(c2ccccc2F)CC1)c1cc2c(s1)-c1ccccc1OC2
  3.7%	.	-20%	.	?	-105%	.	-21%	.
- COc1cc(C(=O)/C=C/c2cccnc2)ccc1O
  ?	-18%	6%	i	?	-93%	24%	2%	5.8µM*
- C=CCNC(=O)c1ccc(CNS(=O)(=O)c2ccc(NC(C)=O)cc2)cc1
  -0.6%	6%	-4%	i	1%	-6%	5%	-16%	11%
